# DAGLB inh: DAGLB lipase inhibitors, primary screen, biochemical, fluorescence, HTS. 340,000 compounds, 0.059% hits. HEK293T DAGLB membrane lysate, EnzChek fluorogenic substrate. Diacylglycerol lipase-beta (Homo sapiens), Q8NCG7. inhibition, % at 5.17 µM; in the data active = inhibition above about 34%;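 also: 0% = enzyme with vehicle and 100% = wells lacking enzyme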
# Arr AP2 block: inhibitors of beta-arrestin/AP2 binding, primary screen, biochemical, GPCR trafficking, flow cytometry | AID 504490, 2011 | beta-arrestin 1 C-terminal peptide binding to AP2 beta2-adaptin appendage (human) | 340,000 compounds, 0.31% hits | inhibition, % at 10 µM | FITC-arrestin peptide / GST-AP2 beads; AP2 beta2 appendage carries R879A mutation;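 active = inhibition above a set limit, near 3 SD of compounds lacking own fluorescence, cut at about 54% in these data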;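 also: plate controls were DMSO wells for no effect and 5 µM unlabelled arrestin peptide for full effect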
#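 Material – GST-tagged AP2 beta2-adaptin appendage (R879A) on 4 µm glutathione beads · Probe or stimulus – fluorescein-tagged arrestin peptide at 50 nM final · Timing – 12 min plus 1 h, RT · Detection – bead flow cytometry, FITC channel · Read-out basis – inhibition as reduced fluorescein signal on beads, percent · Medium – PBS plus Tween 20 (0.05%) and BSA (0.1%)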
# CAL PDZ FP-1: CAL PDZ peptide-binding inhibitors, primary screen, biochemical, fluorescence polarization, Cer-tagged CAL PDZ, HTS | AID 504414, 2011 | 330,000 compounds, 0.02% hits | inhibition, % at 20 µM | purified CAL PDZ, TMR-peptide fluorescence polarization, 1 h | Golgi-associated PDZ and coiled-coil motif-containing protein (Homo sapiens), Q9HD26;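 active = highest replicate inhibition of at least 40%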;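 also: plate controls were DMSO neutral control wells for no effect and unlabeled competitor peptide control wells for full effect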
#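 Material: tagged CAL PDZ protein CerCALP, purified; buffer or medium: sodium phosphate/NaCl buffer pH 7.4 with TCEP, IgG, Thesit; also added: fluorescent TMR peptide probe; schedule: 1 h incubation at room temperature before polarization reading; technique: fluorescence polarization from S- and P-plane intensities, G-factor corrected; control set: unlabelled peptide and DMSO controls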
# C-LANA FP: inhibitors of KSHV C-LANA binding to DNA, primary screen, biochemical, fluorescence polarization, FAM-LBS DNA, MBP-C-LANA, single point | Kaposi's sarcoma herpesvirus LANA C-terminal domain (residues 932-1162) DNA binding | 340,000 compounds, 0.078% hits | inhibition, % at 9 µM;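 active = highest replicate inhibition at or above 60% at 9 µM, even if other replicates fall short; inactive = all replicates below 60% inhibition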;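 also: 0% = neutral control wells and 100% = 4 µM acridine orange control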
# NSD2 HMT inh: NSD2 histone methyltransferase inhibitors, primary screen, biochemical, AlphaScreen, single concentration, set 2. Histone-lysine N-methyltransferase NSD2 (Homo sapiens), O96028. NSD2 peptide methylation, 120 min. inhibition, % at 12.5 µM. 310,000 compounds, 0.54% hits; in the data active = inhibition above about 50%
# Keap1 Nrf2 FP: Keap1-Nrf2 protein-protein interaction inhibitors, primary screen, biochemical, fluorescence polarization, single point. 340,000 compounds, 0.15% hits. Keap1 Kelch-Nrf2 peptide fluorescence polarization, 1536-well. Kelch-like ECH-associated protein 1 (Homo sapiens), Q14145. inhibition, % at 9.4 µM; in the data active = inhibition above about 12%;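 also: human Keap1 Kelch domain with fluorescein labeled Nrf2 9mer peptide probe; 0% = neutral control wells and 100% = peptide positive control; higher means more block of Keap1 binding to Nrf2 peptide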
# Target sequence (Q14145 whole entry, looked up, the tested form may be a part): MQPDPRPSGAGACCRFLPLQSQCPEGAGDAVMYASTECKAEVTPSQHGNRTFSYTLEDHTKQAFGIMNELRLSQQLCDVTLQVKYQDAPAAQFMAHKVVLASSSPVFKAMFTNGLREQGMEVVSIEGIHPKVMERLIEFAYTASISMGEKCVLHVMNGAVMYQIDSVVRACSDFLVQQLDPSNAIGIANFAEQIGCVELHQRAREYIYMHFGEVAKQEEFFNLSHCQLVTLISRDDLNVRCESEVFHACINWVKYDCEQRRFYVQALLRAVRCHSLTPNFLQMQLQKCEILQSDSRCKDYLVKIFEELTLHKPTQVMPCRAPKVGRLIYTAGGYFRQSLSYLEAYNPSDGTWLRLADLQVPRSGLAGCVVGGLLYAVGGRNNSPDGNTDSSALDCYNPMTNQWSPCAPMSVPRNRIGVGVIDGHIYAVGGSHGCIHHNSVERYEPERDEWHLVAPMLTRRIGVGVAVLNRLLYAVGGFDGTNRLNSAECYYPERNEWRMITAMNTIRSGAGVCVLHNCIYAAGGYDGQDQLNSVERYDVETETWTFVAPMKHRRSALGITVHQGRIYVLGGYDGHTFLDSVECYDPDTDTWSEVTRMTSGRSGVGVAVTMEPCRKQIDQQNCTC
# RTF Ca sens inh: cardiac RTF calcium sensitivity inhibitors, primary screen, biochemical, IANBD-TnC fluorescence, EC70 calcium | Troponin I, cardiac muscle (Homo sapiens) + Troponin T, cardiac muscle (Homo sapiens) + … | 340,000 compounds, 0.12% hits | IANBD-labeled cardiac RTF, Ca2+ fluorescence | inhibition, % at 7.15 µM;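 active = inhibition above the mean inhibition of all tested compounds plus 3 SD, cut at about 17% in these data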;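 also: assay run at fixed EC70 calcium of 1.6 mM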
# Pemphigus Ab inh: inhibitors of pemphigus antibody binding to DSG3, primary screen, biochemical, bead-based, flow cytometry, scFv-GFP; Desmoglein-3 (Homo sapiens), P32926; DSG3-coupled beads, scFv-anti-DSG3-GFP binding; stronger effect = lower value; binding (percent of control), % at 10 µM; 310,000 compounds, 0.48% hits; AID 588358, 2011;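 active = binding more than 3 SD below its plate's average and above zero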; also: some compounds called inactive have numbers as strong as hits
# CAL PDZ FP-2: untagged CAL PDZ binding inhibitors, primary screen, biochemical, fluorescence polarization, HTS | AID 602252, 2012 | inhibition, % at 24.9 µM | Golgi-associated PDZ and coiled-coil motif-containing protein (Homo sapiens), Q9HD26 | purified CAL PDZ, TMR-peptide fluorescence polarization, 1 h | 300,000 compounds, 0.92% hits;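 active = mean inhibition of at least 30% with at least half of replicates also reaching 30%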;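 also: 0% = DMSO neutral control and 100% = excess unlabeled competitor peptide PRC23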
# V-ATPase pH: regulators of yeast V-ATPase proton pumping, primary screen, pHLuorin cytosolic pH fluorescence; S. cerevisiae; response, % at 10 µM; 350,000 compounds, 0.37% hits; in the data active = response mostly above about 7.3%, no sharp cut-off; inactive = mostly below about 5.4%; also: actives read high; inactives centre near 0; some compounds called inactive have numbers as strong as hits
# The depositor's hits bear a star; / = not tested or not shown.
SMILES,DAGLB inh,Arr AP2 block,CAL PDZ FP-1,C-LANA FP,NSD2 HMT inh,Keap1 Nrf2 FP,RTF Ca sens inh,Pemphigus Ab inh,CAL PDZ FP-2,V-ATPase pH
O=C(CC1Oc2ccccc2NC1=O)NCCCN1CCN(C2CCCCC2)CC1 (stereo not given),2,28,-3.1,-1.2,/,1,-9,104,3,6
Cc1ccc(CSCC(=O)N/N=C/c2ccc(OCC(=O)Nc3ccc(C)cc3)cc2)cc1,1,18,-0.2,-0.5,-3,-1,1,106,0,-4
CCOC(=O)c1c(C)n(CC(O)CN(CC)CC)c2cc(Br)c(OC)cc12 (stereo not given),-2,-25,-0.3,-4.4,0,-2,-1,100,-1,1
O=C(CCSc1ccccc1)Nc1ccc(S(=O)(=O)N2CCOCC2)cc1,-3,-3,-4.3,0.4,7,2,-13,99,-3,-5
Cc1cc(C)cc(Nc2nc3ccccc3c(=O)[nH]2)c1,-9,1,-1.1,-0.9,-10,-2,-2,103,/,4
COCCn1c(SCC(=O)Nc2cccc(C(=O)OC)c2)nc2ccccc2c1=O,2,6,-0.9,-0.1,-7,-4,-6,101,-3,-2
COc1ccc2c(c1)N(S(=O)(=O)c1ccccc1)CCC2=O,1,8,-1.1,-1.2,-2,-5,1,90,0,0
O=C(COC(=O)c1n[nH]c2ccccc12)NC(=O)NCc1ccco1,1,23,-3.6,0.5,6,-1,-7,95,-5,-3
O=S(=O)(NCc1ccccc1)c1ccc2ccccc2c1,-6,-3,/,1.4,14,-4,-5,/,-5,1
CC(=NNc1nc2ccccc2s1)c1ncccn1,2,2,-0.5,-1.2,2,2,-11,/,0,13
CC(=O)CSc1nc2c(c(=O)[nH]c(=O)n2C)n1Cc1ccccc1Cl,0,25,-2.4,3.6,-1,0,5,106,3,-1
COc1ccc(N(C)C(=O)C2CCN(S(=O)(=O)c3cccc4nsnc34)CC2)cc1,1,-18,-0.4,-2.1,-2,-4,-6,/,-8,4
Cc1nn(C)c2ncc(C(N)=O)c(Oc3ccc(Cl)cc3)c12,/,18,/,/,25,/,/,110,/,-3
Cc1ccc(Cn2nc(C)c(C(=O)NCC(c3cccs3)N3CCOCC3)c2Cl)cc1 (stereo not given),-4,15,0.2,-1.0,-1,-7,4,117,-5,12
O=C(CSc1ncn[nH]1)Nc1nsc(-c2ccccc2)n1,0,2,1.1,-2.4,1,-2,-3,104,-1,1
CCOC(=O)C1C(=O)NC(SC)=C(C#N)C1c1ccccc1F (stereo not given),2,3,-8.8,-0.2,-1,-1,-3,98,3,3
COC(=O)c1cc([N+](=O)[O-])c(C)c(C)n1,-4,/,/,/,32,/,/,104,/,0
COc1cc(CNCc2ccccc2)c(Br)cc1OC1CCCC1,-9,-11,-0.3,-0.4,-2,-1,-5,100,-3,0
CCOc1ccc(NC(=O)c2ccncc2)cc1,-1,-2,-1.2,-0.4,-2,2,-12,104,-1,0
O=C(Cc1ccc(S(=O)(=O)N2CCOCC2)s1)N1CCN(c2ccc(C(F)(F)F)cc2[N+](=O)[O-])CC1,6,-21,-0.9,3.0,0,-9,2,127,-2,4
O=C(NCc1cccnc1)NC1(C(F)(F)F)Oc2ccccc2O1,3,34,0.2,-2.1,0,0,-13,102,-2,1
Cc1nnsc1NC(=O)OCc1ccc(C(F)(F)F)cc1,-1,-3,0.0,1.7,-4,-5,0,96,-3,-2
CCN(C(=O)CN1C(=O)S/C(=C\c2ccccc2Cl)C1=O)C1CCS(=O)(=O)C1 (stereo not given),0,/,/,/,1,/,/,97,/,-1
CSc1ncccc1C(=O)Nc1ccc2c(c1)OCCO2,-2,21,-0.8,1.8,0,0,-2,113,-2,3
Cc1ncc(CN2CCC(n3nccc3NC(=O)c3ccccc3)CC2)s1,-1,-7,-1.8,2.1,20,-3,-1,101,-1,4

# Going on with the list.
SMILES,DAGLB inh,Arr AP2 block,CAL PDZ FP-1,C-LANA FP,NSD2 HMT inh,Keap1 Nrf2 FP,RTF Ca sens inh,Pemphigus Ab inh,CAL PDZ FP-2,V-ATPase pH
CC(=O)Nc1nc(=O)c2ccccc2s1,-2,0,-0.2,1.3,1,-7,2,95,1,5
COc1ccccc1NC(=O)N1CCN(CCc2ccccc2)CC1,-3,32,-1.1,-1.6,26,-2,3,112,0,0
N#Cc1ccc(COC(=O)c2ccc3c(c2)OCO3)cc1,-12,13,-2.2,-0.3,-2,-3,2,111,-4,0
Cc1cc2cc(CNC(=O)NC3CCCCC3)ccc2n1C,5,27,1.0,3.2,/,-1,-1,91,5,4
C=C(C)C(=O)Nc1ccc2c(c1)OCCOCCOCCO2,2,4,-1.4,28,/,-3,-9,90,-2,1
CCOc1ccc(S(=O)(=O)NCCC(=O)NCc2ccccn2)cc1,-2,22,-0.2,0.2,-8,-1,-1,104,/,1
COc1ccccc1C(=O)Nc1ccc2c(C)cc(=O)oc2c1,-2,-14,-0.7,1.6,-2,5,-4,110,-7,-3
COc1cccc(-c2nnc(-c3ccccc3NC(=O)c3ccc(C(C)(C)C)cc3)o2)c1,/,6,-1.5,-1.5,-2,-3,/,96,/,1
Cc1nc(NC(=O)c2cc3ccccc3o2)sc1C,-3,28,-2.3,-0.4,2,3,2,95,-6,-1
CN(C)C(=O)CCc1ccc2c3c([nH]c2c1)[C@]1(CCC2CCCC2)[C@@H](C(=O)N2CCOCC2)C[C@H](CC(=O)NCc2cccc(C(F)(F)F)c2)C(=O)N1CC3,4,9,0.5,-1.0,/,-4,-7,87,1,-3
O=c1[nH]c(Cn2nnc(-c3ccccc3)n2)nc2scc(-c3ccccc3)c12,2,12,-3.1,-0.8,0,-3,-10,110,/,-2
CC1(C)CC2(CCO1)N1CC3(C)CN2CC(C)(C1)C3O (stereo not given),1,24,-1.1,-0.5,15,-2,-9,95,-3,0
CN(C)C(=O)CN1C(=O)C2CCCCN2C(=O)c2ccccc21 (stereo not given),0,12,-0.3,0.9,-7,-4,-2,102,/,-5
COc1cccc(-c2nnc(SCC(=O)N3CC(C)CC(C)C3)o2)c1 (stereo not given),-4,-1,-0.2,0.2,/,-6,0,111,-1,1
Cc1cccc(NC(=O)c2ccc(-c3ccccc3[N+](=O)[O-])o2)c1,-3,9,-8.9,-2.0,2,1,5,95,5,-2
Cc1ncc(S(=O)(=O)c2ccc(Cl)cc2)c(N)n1,-1,-9,0.4,-1.1,0,-4,-7,/,-3,5
COc1ccccc1NC(=O)N1CCN(c2ccccn2)CC1,0,6,-3.4,0.8,/,0,-9,101,/,-4
CCc1ccc(-c2ccc(SCC(=O)NCC3CCCO3)nn2)cc1 (stereo not given),2,-1,-0.3,-1.2,-3,2,-3,113,0,3
CN(CC(=O)Nc1ccccc1Br)C(=O)c1ccccc1-c1nc2ccccc2s1,-4,16,0.9,0.0,2,2,-1,/,/,-2
CC(NC(N)=O)C(=O)NCC(=O)OCc1ccccc1 (stereo not given),-3,-3,-3.0,-1.0,-2,0,4,101,1,-2
COc1cccc(CNn2cn[nH]c2=S)c1OCc1ccccc1,-1,14,-1.4,-1.7,3,0,8,83,-1,-4
COc1ccc(N(C(=O)c2ccco2)S(=O)(=O)c2ccc(F)cc2)cc1,-2,2,-1.0,0.0,-3,-4,7,/,-3,1
CCC(C)NC(=O)c1ccc(C2SCC(=O)N2Cc2ccccc2)cc1 (stereo not given),0,39,-0.1,1.0,-3,1,-3,98,1,0
CCCCN(C)CCCNC(=O)c1cc(Nc2ccc(OC)c(OC)c2)nc2ccccc12,5,-2,3.1,3.2,27,-2,-7,113,0,1
C[C@H](CO)N1C[C@H](C)[C@@H](CN(C)C)Oc2c(NC(=O)CCCCCC(=O)Nc3ccccc3N)cccc2C1=O,2,-5,-0.4,0.7,/,-6,5,102,13,-1
OC(C#CCN1CCCC1)(c1ccccc1)c1cccc(F)c1 (stereo not given),-3,19,-0.9,-1.3,3,0,-2,99,-2,-2

# Some of these compounds in order of SMILES length, falling.
SMILES,DAGLB inh,Arr AP2 block,CAL PDZ FP-1,C-LANA FP,NSD2 HMT inh,Keap1 Nrf2 FP,RTF Ca sens inh,Pemphigus Ab inh,CAL PDZ FP-2,V-ATPase pH
CN(C)C(=O)CCc1ccc2c3c([nH]c2c1)[C@]1(CCC2CCCC2)[C@@H](C(=O)N2CCOCC2)C[C@H](CC(=O)NCc2cccc(C(F)(F)F)c2)C(=O)N1CC3,4,9,0.5,-1.0,/,-4,-7,87,1,-3
COc1ccc(N(C(=O)c2ccco2)S(=O)(=O)c2ccc(F)cc2)cc1,-2,2,-1.0,0.0,-3,-4,7,/,-3,1
COc1cccc(-c2nnc(SCC(=O)N3CC(C)CC(C)C3)o2)c1 (stereo not given),-4,-1,-0.2,0.2,/,-6,0,111,-1,1
CCC(C)NC(=O)c1ccc(C2SCC(=O)N2Cc2ccccc2)cc1 (stereo not given),0,39,-0.1,1.0,-3,1,-3,98,1,0
CCOc1ccc(S(=O)(=O)NCCC(=O)NCc2ccccn2)cc1,-2,22,-0.2,0.2,-8,-1,-1,104,/,1
CCc1ccc(-c2ccc(SCC(=O)NCC3CCCO3)nn2)cc1 (stereo not given),2,-1,-0.3,-1.2,-3,2,-3,113,0,3
COc1ccccc1C(=O)Nc1ccc2c(C)cc(=O)oc2c1,-2,-14,-0.7,1.6,-2,5,-4,110,-7,-3
OC(C#CCN1CCCC1)(c1ccccc1)c1cccc(F)c1 (stereo not given),-3,19,-0.9,-1.3,3,0,-2,99,-2,-2
N#Cc1ccc(COC(=O)c2ccc3c(c2)OCO3)cc1,-12,13,-2.2,-0.3,-2,-3,2,111,-4,0
COc1ccccc1NC(=O)N1CCN(c2ccccn2)CC1,0,6,-3.4,0.8,/,0,-9,101,/,-4
CC(NC(N)=O)C(=O)NCC(=O)OCc1ccccc1 (stereo not given),-3,-3,-3.0,-1.0,-2,0,4,101,1,-2

# Not all compounds are listed, so the mix of outcomes need not match the whole.
